TbHK1 inh: blocks Trypanosoma brucei hexokinase 1 activity. recombinant TbHK1, G6PDH-coupled NADH A340. inhibition, % at 10 µM. hit rate 0.11% among 220,000;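 active means inhibition of 50% or more in the single-dose primary screen; inactive means inhibition below 50%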
TRPML3 agonist: human mucolipin-3 channel agonism; Q8TDD5; HEK293 TRPML3-YFP, Fluo-8 calcium fluorescence; 100% = the carbachol control signal; activation, % at 3 µM; hit rate 0.29% among 220,000; AID 1448;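 active means activation above its plate's cutoff, the mean activation of the plate's test wells plus 3 SD, cut at about 12% in these data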;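 further: 0% = DMSO only wells and 100% = carbachol wells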
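Material: HEK293 cells stably carrying human TRPML3-YFP; compound dosing: single dose, 3 µM final nominal compound, 0.3% DMSO final; incubation: 1-h 37 °C dye load, 5-s basal, 120-s post-compound reads; technique: Fluo-8 intracellular calcium fluorescence, excitation 470-495 nm, emission 515-575 nm; read-out basis: percent activation from peak-to-basal fluorescence ratio, scaled between DMSO and carbachol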
thrombin 1536: blocks human thrombin protease activity; alpha-thrombin, Boc-VPR-AMC fluorogenic substrate cleavage; inhibition, % at 5 µM; hit rate 0.26% among 220,000;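 active means inhibition at or above 40%; inactive means inhibition below 40%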;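 further: 0% = enzyme with no compound and 100% = wells without enzyme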
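System: human alpha-thrombin protein; Compound dosing: one concentration per compound, 5 µM, with 0.2% DMSO; Timing: reaction at room temperature; Technique: AMC fluorescence, 355/460 nm; Controls: enzyme without compound as high, wells lacking enzyme as low.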
EBV gp42 block: blocks Epstein-Barr virus glycoprotein 42 binding. inhibition, % (tested at 21.74 µM). Q1HVG2. hit rate 0.42% among 220,000. Fluorescence polarization binding assay, mP read-out; in the data active means inhibition above about 50%
Target sequence (Q1HVG2 whole entry, looked up): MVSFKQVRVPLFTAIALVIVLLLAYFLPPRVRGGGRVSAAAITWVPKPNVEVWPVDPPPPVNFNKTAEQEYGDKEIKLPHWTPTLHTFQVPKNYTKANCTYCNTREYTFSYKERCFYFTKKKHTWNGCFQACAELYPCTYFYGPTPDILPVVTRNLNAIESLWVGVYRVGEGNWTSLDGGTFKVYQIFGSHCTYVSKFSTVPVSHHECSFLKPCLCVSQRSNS
Furin inh: human furin inhibition. P09958. purified furin, fluorogenic substrate cleavage. inhibition, % at 30 µM. hit rate 0.061% among 220,000; in the data active means inhibition above about 25%; further: inactives centre near -15
Target sequence (P09958 108-714 limits assumed): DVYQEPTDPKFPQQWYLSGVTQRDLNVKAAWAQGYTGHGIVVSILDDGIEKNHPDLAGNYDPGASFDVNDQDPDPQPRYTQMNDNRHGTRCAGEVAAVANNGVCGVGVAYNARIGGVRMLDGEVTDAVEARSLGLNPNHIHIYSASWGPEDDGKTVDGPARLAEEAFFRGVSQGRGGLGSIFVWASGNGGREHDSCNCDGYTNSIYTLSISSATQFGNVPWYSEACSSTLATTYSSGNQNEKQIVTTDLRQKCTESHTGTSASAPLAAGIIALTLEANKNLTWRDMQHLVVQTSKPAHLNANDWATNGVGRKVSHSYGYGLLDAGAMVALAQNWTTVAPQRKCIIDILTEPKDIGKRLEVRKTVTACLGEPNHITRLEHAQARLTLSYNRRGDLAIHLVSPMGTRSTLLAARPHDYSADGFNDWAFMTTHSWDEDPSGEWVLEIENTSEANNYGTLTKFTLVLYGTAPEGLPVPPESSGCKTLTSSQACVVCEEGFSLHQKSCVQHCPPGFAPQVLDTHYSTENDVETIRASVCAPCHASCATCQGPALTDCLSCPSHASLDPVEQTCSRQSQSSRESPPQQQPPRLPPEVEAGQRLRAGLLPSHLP
TRPN1 ag: zebrafish TRPN1 (NompC) channel agonism. HEK293 zebrafish TRPN1-YFP, Fluo-8 calcium fluorescence; 100% = response to 87 µM carbachol. activation, % at 3 µM. hit rate 0.18% among 220,000;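 active means activation above its plate's cutoff, the mean activation of test wells on that plate plus 3 SD, cut at about 19% in these data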;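 further: 0% = DMSO alone and 100% = 87 µM carbachol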
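Material – zebrafish TRPN1-YFP in HEK293 cells · Doses – 3 µM single point · Schedule – dye 1 h 37 °C plus 30 min RT · Signal – Fluo-8 calcium fluorescence, excitation 470-495 nm, emission 515-575 nm · Read-out – % activation versus carbachol response · Control set – carbachol high, DMSO low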
PPC-1+TRAIL kill: compounds killing PPC-1 cancer cells with TRAIL present (potentiator screen, no TRAIL-free arm); PPC-1 cells + TRAIL, ATPLite viability luminescence; cell killing (% activity), % at 4 µM; hit rate 0.41% among 220,000; AID 1443;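 active means cell killing above 50% in the first pass at 4 µM, then a duplicate retest at 5 µM averaging 50% or more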;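 further: plate controls were cells with TRAIL plus DMSO for no effect and medium-only wells lacking cells for full effect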
Calpain2 inh: calpain II (pig) inhibition; AID 1236; inhibition, % at 16 µM; purified calpain II, fluorogenic peptide substrate, 30 min; hit rate 0.37% among 220,000;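 active means inhibition above about 50%, limit read from the data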
KCC2 mod: KCC2 (human) Cl- transport modulation; Q9H2X9; KCC2 cells, thallium flux FluoZin-2 fluorescence; B-score of Tl+ flux slope (higher = more flux/activation; lower = inhibition) at 10 µM; hit rate 2.2% among 190,000;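 active means thallium flux slope and its plate-corrected score both differing from the plate sample mean at a set confidence after two filtering rounds, in either direction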;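 further: slope of fluorescence scaled to starting intensity during 10 to 20 s after thallium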
* hit, by the source's call; i = inactive; / = not tested or not shown; [ ] = dose if it differs, or a comment. The order is random. About 3.6% of those tested had a hit in this group.

SMILES	TbHK1 inh	TRPML3 agonist	thrombin 1536	EBV gp42 block	Furin inh	TRPN1 ag	PPC-1+TRAIL kill	Calpain2 inh	KCC2 mod
COc1ccc2[nH]c(=O)c(CN(CCN(C)C)C(=O)NCc3ccccc3)cc2c1	-7	-0.5	2	1	-33	0.7	13	-76	0.39
COC(=O)N1CN(C(=O)OC)CN(C(=O)OC)C1	-4	0.9	3	-12	-30	1.4	-1	-1	/
CN1CCN(C(=S)Nc2cc(S(=O)(=O)N3CCOCC3)ccc2Cl)CC1	9	0.7	-4	0	-2	0.6	-1	12	-0.51
CCCc1nc(NCc2ccc3c(c2)OCO3)c2nnn(Cc3ccccc3Cl)c2n1	11	-0.1	8	-8	-24[20 µM]	-0.5	0	13	0.033
CCOc1ccccc1/C=N/NC(=O)c1cccc(Cl)c1	-3	0.0	-1	-9	-15	1.3	17	-2	-0.76
O=C(COC(=O)CSc1nnc(-c2ccc(Cl)cc2)o1)Nc1cc(Cl)ccc1Cl	-7	0.7	-3	-22	-20	0.9	10	16	-0.15
O=C(NCCCn1ccnc1)C(=O)NCC(c1ccco1)N1CCN(c2ccccc2)CC1 (stereo not drawn)	3	-0.5	-2	-8	-7	-0.5	-16	-131	-0.21
O=C(CCN1C(=O)COc2ccccc21)NCc1ccco1	1	0.3	8	53*	-11	1.9	-1	-9	0.99
O=C(O)/C=C/C(=O)NCCNc1ncc(C(F)(F)F)cc1Cl	-1	0.2	-1	-1	-18	0.7	18	4	0.41
Cc1ccc(NC(=O)N2CCC(C(=O)NCCC3=CCCCC3)CC2)cc1	3	0.2	-5	-9	-16	-0.8	-2	-9	-0.12
O=C(COC(=O)Cc1ccc(-c2ccccc2)cc1)NCc1ccccc1	-6	0.0	-6	-9	-17	0.2	9	-27	1.1
O=C(O)CSCc1nc2scc(-c3ccccc3)c2c(=O)[nH]1	5	0.0	14	-2	-22	-1.2	1	30	-0.22
CN1CCCN(Cc2nc(-c3ccc(Cl)cc3)no2)CC1	0	0.7	1	-2	-20	2.1	-4	-1	0.32
O=C(COc1cccc(Cl)c1Cl)Nc1ccc2c(c1)CCC2	-6	0.8	-8	-16	-17	-0.7	4	20	-0.0074
Cc1nc(-c2ccccc2)sc1-c1nc(-c2ccccc2)ncc1S(=O)(=O)c1ccccc1	-19	0.5	-6	-15	-24	0.6	-3	-4	/
C=CCc1ccc(OCCN2CCc3ccccc3C2)c(OC)c1	2	-0.4	-1	-3	-17	-1.9	8	25	-1
Cc1cc(NC(=O)C2CC2)ncc1NC(=O)C12CC3CC(CC(C3)C1)C2	2	1.1	2	-9	-18	1.6	16	3	/
C/C(CC(=O)Nc1cc(C)cc(C)c1)=N\NC(=O)c1ccccn1	3	-0.9	0	-7	5	-0.3	31	33	0.21
COc1ccc(C2CC(c3cccs3)=NN2C(=O)c2ccc(Br)o2)cc1 (stereo not drawn)	-9	0.2	-2	-6	3	1.0	-1	-10	1.1
C=C(C)c1cccc(C(C)(C)NC(=O)N2CCCC(C(N)=O)C2)c1 (stereo not drawn)	4	0.4	3	-17	-10[20 µM]	0.0	1	-23	1.3
Cc1ccc(NC(=S)NCCc2ccc(S(N)(=O)=O)cc2)c(C)c1	-8	0.1	/	/	-15[20 µM]	0.0	/	/	1.4
COc1ccccc1NC(=O)c1ccc(-c2ccccc2F)o1	6	-0.1	-6	-4	-12[20 µM]	-1.4	25	-92	0.38
Cc1c(C(=O)N2CCCc3ccccc32)sc2nc(-c3ccccc3)cn12	-5	/	-2	-4	-2	/	1	34	-0.48
O=c1oc2ccccc2c(NCc2ccccc2)c1[N+](=O)[O-]	-13	-0.1	-2	-13	-19	-1.5	13	14	-3.7
CCC(C)(C)NC(=O)c1ccc(S(=O)(=O)N2CCCCCC2)cc1	3	0.1	1	-11	-22	0.5	-9	48	0.15
COC(=O)c1ccc(CSc2nc(C(F)(F)F)c3c(c2C#N)CCC3)o1	-1	-0.6	-6	24	3	-2.1	13	29	-1.5
CCOC(=O)C(=Cc1cc(=O)c(OC)co1)C(=O)OCC	2	1.6	-3	-22	-24	-0.3	40	-15	0.87
COc1ccc(NCc2nnc(SCc3ccccc3)n2-c2ccc(OC)cc2)cc1	4	-0.6	5	0	-9[20 µM]	-1.2	2	34	-3
Cc1ccc(S(=O)(=O)Nc2cc(S(=O)(=O)N3CCCCC3)ccc2N2CCOCC2)cc1	-8	-0.1	-6	-21	-7	-1.7	26	7	0.39
CN(CCn1ccnc1)Cc1cn(Cc2ccccc2)nc1-c1ccc2c(c1)OCO2	1	0.3	-2	-9	-19	-0.7	3	0	-0.53
O=C(COc1ccc(S(=O)(=O)NC2CCCCC2)cc1Cl)NCC1CCCO1 (stereo not drawn)	-2	2.0	2	-7	2[20 µM]	7.0	19	4	/
CC1CCc2cc(F)ccc2N1C(=O)CSc1nnc2c3ccccc3n(C)c2n1 (stereo not drawn)	-16	0.4	-3	-2	-14	0.8	10	-42	/
Fc1ccc(/C=C2\CCCC3=C2NC(=S)NC3c2ccc(F)cc2)cc1 (stereo not drawn)	9	0.3	-6	-20	-19	-1.1	34	-27	-1.5
Cc1cc(C)c(C#N)c(Nc2ccc3c(c2)OCCO3)n1	-8	0.0	0	0	-17	-0.6	0	-6	-0.0015
C=CCSc1nc2c(c(=O)n(C)c(=O)n2C)n1CC	-1	0.4	-3	-5	-26	0.2	16	11	-0.27
O=C(c1ccc(F)cc1)C1CCN(C(=O)Nc2ccc(F)cc2)CC1	2	1.6	1	-9	-9[20 µM]	1.6	3	-5	-2
O=C(NCCCN1CCOCC1)c1ccc(Sc2cccc(Cl)c2)c([N+](=O)[O-])c1	-12	0.3	0	-13	-23	0.3	25	-43	-0.062
COc1cc(NC(=O)CSc2nc3c(C)ccc(C)c3cc2C)c(C(=O)O)cc1OC	-6	0.0	-2	-7	-15	-1.1	2	-12	-0.71
Cc1cccc(NC(=O)c2ccc(N3CCCCC3)c([N+](=O)[O-])c2)n1	-8	0.5	1	-9	-4[20 µM]	-0.2	27	-21	/
CN1CCCCC1=NCCCn1cnc2c1c(=O)n(C)c(=O)n2C	5	-0.1	0	-21	7[20 µM]	-1.1	25	-6	/
COc1ccc2c3c(c(=O)oc2c1OCC(N)=O)CCCC3	-10	0.6	-1	-3	-27[20 µM]	-0.5	1	i	/
O=C(CCS(=O)(=O)c1ccc(Br)cc1)Nc1ccc(Cl)cc1F	5	0.9	3	-5	-28	1.2	1	-1	0.68
O=C(COC(=O)c1ccc2[nH]c3c(c2c1)CCCC3)Nc1ccc(Cl)cc1Cl	-4	0.0	-3	-4	-5	1.4	-13	-56	-0.62
O=C(OCC(=O)N1CCCc2ccccc21)c1cccc(S(=O)(=O)N2CCc3ccccc32)c1	1	0.7	5	-21	-14	0.5	1	9	-0.53
O=C(N/N=C/c1cccc([N+](=O)[O-])c1)c1ccc(COc2ccccc2-c2ccccc2)cc1	0	0.5	-3	-4	-9	1.5	28	-35	0.15
O=C1OCc2cc(NC(=O)C3CCCO3)ccc21 (stereo not drawn)	-4	0.6	-2	0	18[20 µM]	0.3	2	1	0.87
COc1ccc(-c2cn[nH]c2-c2ccc(OCc3ccccc3F)cc2O)cc1OC	1	-0.7	-2	2	-28	-0.9	-2	-2	0.0026
CC(NC(=O)c1ccco1)C(=O)OCc1cccc(Cl)c1 (stereo not drawn)	2	0.1	-13	1	-26	-0.6	-4	19	6.1*
CCc1nc(SC)[nH]c(=O)c1C	1	-0.3	4	-11	-23	0.1	3	-3	-3.7
CC1(C)CC(=O)C(C=NCc2ccccn2)=C(O)C1	5	0.7	-2	-27	-20	2.0	16	14	/
Cc1ccc(NS(=O)(=O)c2ccc(CCC(=O)NCCCOC(C)C)cc2)cc1	-1	0.2	2	-15	-18	0.7	1	-8	0.042
O=C(CN1CCN(c2ncc(C(F)(F)F)cc2Cl)CC1)Nc1ccc2c(c1)OCO2	-8	0.3	1	1	-17[20 µM]	-0.2	16	13	-0.012

Compound activity deposited in PubChem by several laboratories.
